TPT1 inhibitor – C. albicans TPT1 enzyme inhibition; recombinant caTPT1, FP RNA substrate dephosphorylation; inhibition, % at 5 µM; actives 0.81% (n = 300,000);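 active = inhibition above the mean of all tested compounds plus 3 SD, set per screening campaign, cut at about 24% in these data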;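 also: plate controls were DMSO alone for no effect and ferristatin control at 100 nM for full effect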
Efflux pump inh – inhibitors of Candida antifungal efflux pumps expressed in yeast | S. cerevisiae Candida pump triplex, Nile Red efflux | inhibition, % at 10 µM | actives 0.44% (n = 330,000) | AID 485275;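 active = plate passing quality check with inhibition over a set limit, or well fluorescence over plate mean plus 4 SD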;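 also: Nile Red retained in pooled yeast measured as flow cytometry median fluorescence; 0% = buffer negative control and 100% = Enniatin B positive control; higher means more Nile Red kept so more efflux inhibition; some compounds called inactive have numbers as strong as hits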
core dimer inh – blocks dimerization of HCV core protein | AID 1899 | inhibition, % at 5 µM | TR-FRET GST/Flag-core106 dimerization, 1536-well | actives 0.33% (n = 300,000);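 active = inhibition above the mean of all tested compounds plus 3 SD, set per screening campaign, cut at about 45% in these data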
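Assay system: tagged HCV core106 pair (GST and Flag); medium: KF-containing HEPES buffer, pH 7.45, DTT, CHAPS, BSA; also added: Eu donor and XL665 acceptor anti-tag antibodies; dosing: 5 µM single dose; timing: compound-protein-antibody incubation 4 h at 22.5 °C; signal: TR-FRET 671 and 617 nm emission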
Fh CTSL1 inh – counter-screen for PFM18AAP inhibitors: inhibitors of F. hepatica cathepsin L1. recombinant F. hepatica cathepsin L1, Z-Leu-Arg-MCA fluorescence. inhibition, % at 5.96 µM. actives 0.49% (n = 300,000). AID 1906;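 active = inhibition above the mean of all tested compounds plus 3 SD, set per screening campaign, cut at about 17% in these data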;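 also: 0% = plate median of test compound wells and 100% = 1 µM Z-Phe-Ala-diazomethylketone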
PREPL inhibitor – inhibits the human prolyl oligopeptidase-like enzyme | Q4J6C6 | recombinant PREPL, fluorescence polarization activity-based probe | inhibition, % at 5.96 µM | actives 0.68% (n = 320,000) | AID 2751; in the data active = inhibition above about 43%;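 also: 0% = enzyme with DMSO and 100% = wells lacking enzyme; many of its hits are not listed in these tables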
PP5 inh – inhibitors of human protein phosphatase 5 (PP5); purified PP5c, OMFP substrate fluorescence; AID 1987; actives 0.18% (n = 320,000); P53041; inhibition, % at 6.7 µM;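 active = inhibition above the campaign's mean inhibition across all tested compounds plus 3 SD, cut at about 9.5% in these data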;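 also: 0% = DMSO only and 100% = 100 µM cantharidin control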
Target sequence (P53041 whole entry, looked up): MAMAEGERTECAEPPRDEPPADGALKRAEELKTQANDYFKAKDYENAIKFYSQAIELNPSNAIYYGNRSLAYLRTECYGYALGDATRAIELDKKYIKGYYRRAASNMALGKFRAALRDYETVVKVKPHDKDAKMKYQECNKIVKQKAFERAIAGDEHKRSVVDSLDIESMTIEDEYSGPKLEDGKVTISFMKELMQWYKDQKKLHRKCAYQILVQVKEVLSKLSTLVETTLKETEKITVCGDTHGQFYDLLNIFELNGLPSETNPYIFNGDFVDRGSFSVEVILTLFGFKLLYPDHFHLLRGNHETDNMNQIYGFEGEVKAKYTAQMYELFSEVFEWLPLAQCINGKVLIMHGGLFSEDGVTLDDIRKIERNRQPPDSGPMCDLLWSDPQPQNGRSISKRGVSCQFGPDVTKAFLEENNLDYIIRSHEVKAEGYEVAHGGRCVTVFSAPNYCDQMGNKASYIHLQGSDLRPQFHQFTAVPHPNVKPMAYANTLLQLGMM
LYPLA2 inh – LYPLA2 (human) inhibition in PME1 counter-screen; recombinant LYPLA2, FP-Rh probe fluorescence polarization; inhibition, % at 5.9 µM; actives 0.38% (n = 320,000); AID 2177;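 active = inhibition above the screen-wide mean plus 3 SD, limit set per campaign, cut at about 26% in these data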;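 also: 0% = LYPLA2 with DMSO and 100% = wells lacking LYPLA2 enzyme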
Target sequence (O95372 whole entry, looked up): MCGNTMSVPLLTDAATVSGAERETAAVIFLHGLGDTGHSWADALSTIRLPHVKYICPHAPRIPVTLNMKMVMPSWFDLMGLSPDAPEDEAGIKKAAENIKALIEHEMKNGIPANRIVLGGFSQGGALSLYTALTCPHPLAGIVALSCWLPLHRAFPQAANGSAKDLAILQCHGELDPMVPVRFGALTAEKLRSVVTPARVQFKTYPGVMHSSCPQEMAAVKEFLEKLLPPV
PP1 counter – PP1-alpha (human) inhibition in PP5 counter-screen; purified PP1alpha, OMFP fluorescence; inhibition, % at 6.7 µM; P62136; actives 0.9% (n = 320,000);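 active = inhibition above the mean inhibition of all tested compounds plus 3 SD, computed separately for each screening campaign, cut at about 15% in these data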
Target sequence (P62136 whole entry, looked up): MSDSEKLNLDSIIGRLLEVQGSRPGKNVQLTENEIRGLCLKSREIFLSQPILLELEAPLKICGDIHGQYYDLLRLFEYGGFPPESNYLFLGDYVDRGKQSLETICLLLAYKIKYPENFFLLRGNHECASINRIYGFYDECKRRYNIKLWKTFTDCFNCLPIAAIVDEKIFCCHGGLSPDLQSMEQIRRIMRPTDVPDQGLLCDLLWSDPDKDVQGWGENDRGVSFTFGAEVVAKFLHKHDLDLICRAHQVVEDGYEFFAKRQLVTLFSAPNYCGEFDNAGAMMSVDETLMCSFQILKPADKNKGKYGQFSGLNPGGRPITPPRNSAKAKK
JMJD2C inh – human JMJD2C demethylase inhibition; AID 2099; GST-JMJD2C(1-420) H3K9me3 demethylation, DELFIA europium; actives 0.069% (n = 330,000); inhibition, % at 2.35 µM; Q9H3R0;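 active = more than half of a compound's replicate wells show inhibition beyond 50%, single wells judged on their own value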;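 also: signal counts dimethyl H3K9 product captured on neutravidin plate; 0% = median of DMSO wells and 100% = 0.3 times that DMSO median; strong numbers were not always called active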
The depositor's hits bear a star; · = not tested or not shown. A portion of the library. The share of hits here may be higher or lower than overall.

SMILES	TPT1 inhibitor	Efflux pump inh	core dimer inh	Fh CTSL1 inh	PREPL inhibitor	PP5 inh	LYPLA2 inh	PP1 counter	JMJD2C inh
CC1N(C(=O)N2CCOCC2)CCN1S(=O)(=O)c1cccc(C(F)(F)F)c1 (stereo not given)	-1	-0.2	9	4	3	-1.7	6	-1	-9
Cc1cc(=O)[nH]c(N/N=C/c2c(F)c(F)c(F)c(F)c2F)n1	4	-0.1	-1	-4	9	-0.4	2	-2	-2
COc1ccc(-c2nnc3n2-c2ccccc2SC3)cc1OC	2	0.1	-2	4	10	-1.8	0	0	7
COc1ccc(-c2ccc(SCC(=O)N3CCN(c4ccccc4)CC3)nn2)cc1	1	0.1	0	-3	2	2.2	5	-6	-5
O=C(NCC1CCCN(C(=O)NCc2ccccc2)C1)c1ccc2c(c1)OCO2 (stereo not given)	0	-0.1	2	-3	-1	1.6	1	2	0
Nn1c(Cc2cccc3ccccc23)nnc1SCCOc1ccc(F)cc1	2	0.0	6	5	-4	2.5	-3	0	1
Cc1ccc(-c2noc(CSc3nnnn3-c3ccccc3)n2)cc1	0	0.0	9	-2	-9	0.8	-4	0	3
CC(C)(C)C(=O)C[n+]1ccc(C(N)=O)cc1	1	-0.1	-8	-3	-2	-0.5	4	-1	13
CC1CCCC(NC(=O)c2ccc3c(c2)NC(=O)CS3)C1C (stereo not given)	1	-0.2	2	2	-5	2.7	0	2	7
COc1ccc(CNC(=O)CN(C(=O)c2snc(C(N)=O)c2N)c2ccccc2F)cc1	-2	0.1	-11	3	6	3.7	-2	2	-2
COc1cccc(NC(=O)COC(=O)/C=C/c2c(C)nn(-c3ccccc3)c2C)c1	·	0.7	·	·	5	6.3	-4	-3	-3
CCOc1cc(/C=C2/NC(=O)NC2=O)cc([N+](=O)[O-])c1O	-4	-0.1	-53	-4	1	3.4	-2	2	15
Nc1nc(-c2ccc(Cl)cc2)nc(-c2ccc(Cl)cc2)n1	-2	0.1	9	5	9	-1.6	4	-7	7
COC(=O)CSc1nnc(CNC(=O)c2ccc(S(=O)(=O)N3CCCCC3)cc2)n1C	3	0.0	-2	-1	5	3.1	-1	-1	·
CC1(C)Cc2c(cnn2-c2ccc(F)cc2)C(NC(=O)CCCN2CCCCC2=O)C1 (stereo not given)	3	0.1	-3	-7	4	1.4	8	-2	42

Three entries out of the list, arranged by molar mass, lowest first:
SMILES	TPT1 inhibitor	Efflux pump inh	core dimer inh	Fh CTSL1 inh	PREPL inhibitor	PP5 inh	LYPLA2 inh	PP1 counter	JMJD2C inh
COc1cccc(NC(=O)COC(=O)/C=C/c2c(C)nn(-c3ccccc3)c2C)c1	·	0.7	·	·	5	6.3	-4	-3	-3
CC1N(C(=O)N2CCOCC2)CCN1S(=O)(=O)c1cccc(C(F)(F)F)c1 (stereo not given)	-1	-0.2	9	4	3	-1.7	6	-1	-9
COC(=O)CSc1nnc(CNC(=O)c2ccc(S(=O)(=O)N3CCCCC3)cc2)n1C	3	0.0	-2	-1	5	3.1	-1	-1	·

The listing continues:
SMILES	TPT1 inhibitor	Efflux pump inh	core dimer inh	Fh CTSL1 inh	PREPL inhibitor	PP5 inh	LYPLA2 inh	PP1 counter	JMJD2C inh
Cc1cc(C)c(N2C(=NC(=O)CCCC(=O)O)SC3CS(=O)(=O)CC32)c(C)c1 (stereo not given)	1	0.0	-4	0	3	-0.1	-2	-2	7
O=C(O)CC(NCc1ccco1)C(=O)OCCc1ccccc1 (stereo not given)	-2	0.0	-6	0	-6	-1.2	-2	1	-3
COc1ccc(CN2CCc3ccccc3C2)cc1Br	0	-0.1	-4	-1	-5	0.9	-1	2	-7
COc1ccc(Cl)cc1/C=C1/C(=O)ON=C1C	0	-0.1	-22	1	-4	-0.4	-1	0	13
Cc1cc(C)cc(NC(=O)Nc2ccc(Cl)cn2)c1	6	0.1	3	-4	5	4.7	-2	0	9
COc1ccc(NC(=O)C23CC4CC(C2)CC(n2cnc(Br)n2)(C4)C3)c(C)c1	-2	0.9	-4	-2	16	1.3	4	-2	6
Cc1ccc(-c2nc(CN3CCN(C(=O)C4CCCO4)CC3)cs2)cc1 (stereo not given)	-2	0.0	-10	9	14	-4.8	-3	5	-1
C/C(=N\Nc1ccccn1)c1cccs1	2	0.0	-3	-2	6	0.9	3	3	-2
O=C(NNS(=O)(=O)c1ccc(F)cc1)C1CC(c2cccnc2)=NO1 (stereo not given)	-4	0.1	2	3	6	2.4	-3	-2	6
NC(=O)c1ccc(NS(=O)(=O)c2ccc3ccccc3c2)cc1	0	-1.5	-11	-2	-7	1.4	-5	4	12
CC1CC(C)CN(CCCNC(=O)c2nn(C)c3c2CS(=O)(=O)c2ccccc2-3)C1 (stereo not given)	-1	-0.1	3	0	1	-0.7	0	-3	-11
O=C1CC(c2ccco2)c2ccc3ccccc3c2N1 (stereo not given)	2	0.4	4	0	-11	-4.8	-9	-7	·
COC(=O)c1ccc(/C=C/c2c(-c3ccc(OC)cc3)oc3ccc(N4CCOCC4)cc23)cc1	-2	0.0	3	-1	-5	2.6	0	-3	-14
COc1ccc(C2=NN(C(=O)CSc3nc(=O)n4ccc(C)cc4n3)C(c3ccc(C)cc3)C2)cc1 (stereo not given)	1	0.0	32	2	17	0.1	6	-1	1
COc1ccc(CN(C)C(C)C(=O)Nc2cccc3ccccc23)cc1 (stereo not given)	2	0.2	-4	1	-24	2.9	-1	1	4
O=C(COC(=O)C1CC1)Nc1ccc(Cl)cc1Cl	·	-0.1	·	·	8	0.6	7	-3	-1
CCOC(=O)N1CCc2c(sc(NC(C)=O)c2C(N)=O)C1	1	-0.3	7	-2	7	3.0	-3	-3	-6
NC(=O)C1CCN(S(=O)(=O)c2cc3c4c(c2)CCN4C(=O)CC3)CC1	-4	0.0	-1	4	1	-0.9	7	-3	83
CN(C)c1ccc(C(CNS(=O)(=O)c2ccc3ccccc3c2)c2c[nH]c3ccccc23)cc1 (stereo not given)	1	-0.4	25	0	33	3.1	-6	-5	1
Cc1ccc(/C=N\NC(=O)Cn2nnc3ccccc32)o1	-1	0.1	2	-4	-6	-1.0	-3	-5	18
CC(CCN(C)C)OC(=O)c1ccc(C(C)c2ccccc2)o1 (stereo not given)	0	0.1	2	2	-9	0.8	-2	-3	21
CCN(C(=O)c1ccc2c(Cl)c3c(nc2c1)CCC3)c1ccc(C)c(C)c1	0	0.1	16	6	-33	4.8	-1	8	-21
N#CCSc1nnc(C2CCCCC2)n1Cc1ccccc1	0	0.0	-7	1	12	3.5	4	1	11
CC(C)c1nnc(NC(=O)c2nc(S(=O)(=O)Cc3ccccc3F)ncc2Cl)s1	-2	-0.1	14	-1	-4	2.5	1	2	-8
Cc1cc(NC(=O)c2ccc(S(=O)(=O)N(C)CC3CCCO3)cc2)no1 (stereo not given)	-1	0.1	4	-3	2	2.6	-5	-2	-3
CC(=O)c1cccc(NC(=S)NC(=O)Cc2ccc(Cl)cc2)c1	-1	0.0	-1	6	-60	0.2	0	0	-3
CC(=O)NCCNc1ccc([N+](=O)[O-])cn1	-2	-0.3	-12	0	0	-0.5	2	4	11
CCN(Cc1cnn(C)c1)C(=O)c1cc(COc2ccc(F)cc2F)on1	0	0.1	-7	0	15	-2.6	3	-3	-12
CC(C)C(=O)N(c1cc2sc(=O)oc2c2ccccc12)S(=O)(=O)c1cccs1	3	0.1	-2	5	8	6.3	9	10	11
CCC(=O)N1CCN(c2nc(-c3ccccc3)c3c(c2C#N)CCCC3)CC1	-1	0.0	10	1	15	2.8	10	1	3
Cc1ccc(SCC(=O)OC(C)C(=O)NCc2ccccc2)cc1C (stereo not given)	-3	0.1	-3	-13	10	1.8	2	-1	-9
O=C(NCCc1ccc(Cl)cc1)c1ccc2c(c1)OCCO2	2	0.2	-3	2	17	1.4	7	0	9
O=C1CCC(=O)N1c1ccc(NCCc2ccccc2F)c([N+](=O)[O-])c1	1	0.0	-3	1	-3	0.8	-1	-2	-3
O=S(=O)(Nc1cccc2nsnc12)c1ccccc1	4	0.2	-2	-5	19	2.1	5	-3	133
Cc1cccc(/C=N/NC(=O)c2cc(Br)ccc2O)n1	3	0.1	-12	-2	8	1.6	-2	0	-4
Cn1c(=O)c2c(SCC(=O)NCc3ccco3)nc(CC(C)(C)C)nc2n(C)c1=O	0	0.3	17	7	12	2.4	-3	-1	-17
COc1ccc(-c2nnn(CC(=O)N(CC(=O)NCCC(C)C)Cc3cccs3)n2)cc1OC	-4	0.3	1	4	-3	3.7	-1	-2	-7
O=C(CCc1ccc(S(=O)(=O)NCCc2ccccc2)cc1)NCc1ccc2c(c1)OCO2	-1	0.3	2	0	17	1.7	10	-2	2
COC(=O)c1ccc(COn2c(=O)c(C)[n+]([O-])c3ccccc32)cc1	-2	-0.1	-3	-1	2	-0.2	0	-1	14
CN1CCC(OC(=O)c2ccco2)CC1	-4	0.1	-1	-1	6	-1.7	-3	-3	1
c1ccc2c(c1)OCCOCCOc1ccccc1OCCOCCO2	-3	0.0	-2	1	7	1.2	-4	-2	-8
COC(=O)CCC(=O)NC(=S)Nc1cc(Cl)ccc1Cl	3	0.1	1	-2	-37	1.2	1	-2	9
CCCCN(C(=O)NC(=O)Nc1ccc(C)cn1)S(C)(=O)=O	-2	0.3	-17	-3	-3	1.4	-3	-1	-5
CO/N=C(\Cn1ncc(N2CCOCC2)c(Br)c1=O)c1ccc(Cl)cc1	-2	0.0	0	0	4	2.2	12	-3	0
CC(CCc1ccccc1)NCC(O)COc1ccccc1 (stereo not given)	-2	-0.1	-2	-5	-15	-0.8	0	3	5
COc1ccc(CCNC(=O)COC(=O)c2ccco2)cc1OC	2	0.1	-3	-11	12	3.1	3	-1	1
CC(=O)c1cccc(N2C(=NC(=O)COc3ccccc3)SC3CS(=O)(=O)CC32)c1 (stereo not given)	-7	0.1	-11	13	16	-7.8	2	-11	-20
CS(=O)(=O)N(CC(=O)N1CCCCC1)c1sc2c(c1C#N)CCCC2	3	0.0	4	-1	-9	-3.3	-4	-4	5
CCC(=O)Nc1cccc(-n2nnnc2SCC(=O)N(C(C)C)C(C)C)c1	0	0.1	-2	-3	-8	0.2	4	2	19
Cc1ccc2[nH]c(=O)c(CN(CCO)C(=O)NCc3ccccc3)cc2c1	-1	-0.2	-1	1	-6	0.1	4	4	1
CCOC(=O)c1ccc(N2C(=O)CC(Sc3nc(O)c(CC)c(=O)[nH]3)C2=O)cc1 (stereo not given)	2	0.0	1	-3	-9	2.6	0	0	7
O=C(NCC1CCCN1S(=O)(=O)c1cccs1)c1cccc(Cl)c1 (stereo not given)	3	-0.1	1	-1	6	-0.1	0	0	32
CC(=O)Oc1ccc(Oc2ccc(-c3noc(C)n3)cc2)cc1	2	0.0	-3	-2	7	2.4	-2	-4	-2
Cc1cc(C(=O)NNC(=O)c2ccc(Cl)cc2Cl)c(C)o1	-1	0.0	-5	8	8	0.6	-3	0	78
CCOC(=O)N1CCN(C(=O)c2cccc(NC3=NC4CS(=O)(=O)CC4S3)c2)CC1 (stereo not given)	-2	0.0	-1	-1	5	-1.1	0	-1	-1
COc1ccc(O/C(=N\S(=O)(=O)c2ccccc2)c2ccccc2)cc1	0	0.1	-8	-2	0	0.7	9	-5	2
CC1=NC(C#N)=C(C#N)NC(C)(C)C1	2	0.2	0	2	-2	0.7	1	-2	-6
Cc1ccc(NC(=O)c2cc(N3C(=O)CCC3=O)ccc2N2CCCCC2)cc1	2	0.0	8	-5	1	-1.3	2	-4	23
Cc1ccc(NC(=O)c2ccc3c(c2)C(=O)N(c2cc(C)ccc2C)C3=O)nc1	1	0.0	8	2	6	1.3	2	-1	-9

Compound activity as filed in PubChem.
